Bioassay records deposited in PubChem BioAssay by The Scripps Research Institute Molecular Screening Center.
TEAD-YAP inh: TEAD-YAP interaction inhibition; HEK-TIYL cells, TEAD-Gal4/YAP UAS-luciferase luminescence; inhibition, % at 9.12 µM; 1.4% of 640,000 active; in the data active means inhibition above about 32%;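 further: 0% = median of test compound wells and 100% = reference inhibitor wells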
GPR151 activ: activates the human receptor GPR151; PathHunter beta-arrestin GPR151 cells, luminescence; activation, % at 11.2 µM; 1% of 650,000 active; AID 1508602; in the data active means activation above about 4.9%;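 further: 0% = median of compound wells and 100% = cells with positive control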
Target sequence (Q8TDV0 whole entry, looked up): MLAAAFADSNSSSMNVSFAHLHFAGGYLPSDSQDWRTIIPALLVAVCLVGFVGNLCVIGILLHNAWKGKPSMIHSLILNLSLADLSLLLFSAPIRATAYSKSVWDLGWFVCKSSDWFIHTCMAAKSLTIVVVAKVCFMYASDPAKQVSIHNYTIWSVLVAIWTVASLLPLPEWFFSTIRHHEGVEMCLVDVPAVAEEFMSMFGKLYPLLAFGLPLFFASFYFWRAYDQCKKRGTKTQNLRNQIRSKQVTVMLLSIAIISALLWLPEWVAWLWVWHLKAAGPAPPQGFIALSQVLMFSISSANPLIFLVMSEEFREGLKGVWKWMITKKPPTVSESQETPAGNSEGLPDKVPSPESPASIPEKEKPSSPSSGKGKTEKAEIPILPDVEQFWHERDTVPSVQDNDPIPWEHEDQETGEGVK
FBW7 activator: activators of human E3 ligase FBW7 | normalized activity (activation), % at 26.1 µM | AlphaScreen FBW7–phospho-cyclin E peptide binding, activator screen | 0.13% of 650,000 active | AID 1259310 | Q969H0; in the data active means normalized activity above about 1.9%;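 further: purified mutant Fbw7 with reduced substrate affinity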
Target sequence (Q969H0 whole entry, looked up): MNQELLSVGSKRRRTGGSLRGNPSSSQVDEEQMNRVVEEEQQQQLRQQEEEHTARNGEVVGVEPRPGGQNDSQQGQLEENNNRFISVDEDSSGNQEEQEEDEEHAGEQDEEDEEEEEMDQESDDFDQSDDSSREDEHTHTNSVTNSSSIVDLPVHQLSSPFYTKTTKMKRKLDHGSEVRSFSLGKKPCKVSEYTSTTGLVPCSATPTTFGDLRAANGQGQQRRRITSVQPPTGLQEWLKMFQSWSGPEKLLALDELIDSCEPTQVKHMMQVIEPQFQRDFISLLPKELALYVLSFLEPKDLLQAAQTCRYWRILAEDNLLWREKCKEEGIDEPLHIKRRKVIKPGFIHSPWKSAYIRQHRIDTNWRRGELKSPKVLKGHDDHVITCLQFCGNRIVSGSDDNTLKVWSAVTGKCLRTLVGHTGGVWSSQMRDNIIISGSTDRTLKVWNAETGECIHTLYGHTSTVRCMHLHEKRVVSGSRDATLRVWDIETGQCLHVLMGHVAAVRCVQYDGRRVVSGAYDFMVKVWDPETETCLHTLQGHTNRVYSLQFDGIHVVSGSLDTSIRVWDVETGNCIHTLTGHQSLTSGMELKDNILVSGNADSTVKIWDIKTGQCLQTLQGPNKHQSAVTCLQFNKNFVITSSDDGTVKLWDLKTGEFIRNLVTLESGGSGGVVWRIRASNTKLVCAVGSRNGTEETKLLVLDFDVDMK
MITF inh: human MITF inhibition, primary screen; AlphaScreen MITF homodimerization, bead proximity signal; 0.91% of 650,000 active; inhibition, % at 2.6 µM; in the data active means inhibition above about 50%;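 further: 0% = vehicle wells with protein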
* marks the source's active call; other numbers are inactive results.

Every second line gives: TEAD-YAP inh	GPR151 activ	FBW7 activator	MITF inh
#1 COC(=O)c1ccc(COC(=O)c2ccc(SC)cc2OC)cc1
 : -38.2	-1.3	0.1	13.4
#2 CN1CCN(CCC(=O)N/N=C/c2ccccc2Cl)CC1
 : 0.0	-0.8	0.0	37.4
#3 CN1CCCCC1=NC1=C(C#N)CCC1
 : 8.5	-0.4	0.1	-11.6
#4 Cc1[nH][nH]c(=O)c1C(c1ccccc1OCc1ccc(Br)cc1)c1c(C)[nH][nH]c1=O
 : -11.4	-0.3	-0.8	66.2*
#5 NCCCC[C@@H]1NC(=O)[C@@H]2C[C@H](NCc3cc4ccccc4s3)CN2C1=O
 : 12.7	1.2	0.1	1.9
#6 CC1(C2CC2)NC(=S)N(c2ccccc2)N1 (stereo not given)
 : -9.3	0.4	0.0	-4.7
#7 C=CCNc1c2c(nc3ccccc13)CCC2
 : 5.4	-0.5	-0.1	7.9
#8 O=S(=O)(c1ccccc1F)N1C2CCC1CC(O)(c1cccc(F)c1)C2 (stereo not given)
 : -2.7	0.5	0.7	3.6
#9 Cc1[nH]c2ccccc2c1CCNC(=O)c1ccccc1Br
 : -3.9	-0.3	-0.1	2.8
#10 Oc1cccc(-n2ncc3ccc(-c4nn[nH]n4)cc32)c1
 : 17.1	-6.5	0.0	-3.4

The final six compounds of the section before open the next one.
Every second line gives: TEAD-YAP inh	GPR151 activ	FBW7 activator	MITF inh
#5 NCCCC[C@@H]1NC(=O)[C@@H]2C[C@H](NCc3cc4ccccc4s3)CN2C1=O
 : 12.7	1.2	0.1	1.9
#6 CC1(C2CC2)NC(=S)N(c2ccccc2)N1 (stereo not given)
 : -9.3	0.4	0.0	-4.7
#7 C=CCNc1c2c(nc3ccccc13)CCC2
 : 5.4	-0.5	-0.1	7.9
#8 O=S(=O)(c1ccccc1F)N1C2CCC1CC(O)(c1cccc(F)c1)C2 (stereo not given)
 : -2.7	0.5	0.7	3.6
#9 Cc1[nH]c2ccccc2c1CCNC(=O)c1ccccc1Br
 : -3.9	-0.3	-0.1	2.8
#10 Oc1cccc(-n2ncc3ccc(-c4nn[nH]n4)cc32)c1
 : 17.1	-6.5	0.0	-3.4
#11 COc1ccc(NC(=S)N(CCc2ccc(OC)c(OC)c2)Cc2ccccn2)cc1
 : -14.2	-1.1	-0.1	-1.0
#12 Cc1nnc(CNC(=O)c2ccc(OCC(=O)C3CC3)cc2)o1
 : -3.6	0.3	0.1	0.7
#13 CC(C)(C)C(=O)NC(=S)Nc1ccc(Cl)cn1
 : -2.2	-1.4	0.1	13.4
#14 CC(C)(C)CN1CCN(Cc2cccc3nonc23)CC1CCO (stereo not given)
 : -6.4	-0.4	0.1	17.6
#15 CCOc1ccc(NC(=S)Nc2cc(C)[nH]n2)cc1
 : -39.7	-0.8	0.3	21.3
#16 Cc1cc(C)nc(OCC(=O)N(c2ccccc2Cl)C(C)C)n1
 : -6.9	-0.7	0.3	18.2
#17 CCSc1nnc2c(n1)OC(c1cccs1)N(C(=O)CC)c1ccccc1-2 (stereo not given)
 : 7.6	-1.1	0.2	4.6
#18 Cc1ccc(S(=O)(=O)N2CCCC2CNC(=O)Nc2ccccc2)cc1 (stereo not given)
 : -0.8	2.9	0.0	-9.4
#19 O=C1N/C(=C/c2ccc(Cl)c(Cl)c2)C(=O)N1c1ccccc1
 : -0.1	-0.1	0.0	-8.9
#20 CCN(Cc1ccco1)C(=O)Cn1nc(C)n2c(cc3sccc32)c1=O
 : 0.5	1.8	0.1	17.1

Further results
Every second line gives: TEAD-YAP inh	GPR151 activ	FBW7 activator	MITF inh
#21 COc1ccc(C(=O)NCC(=O)NCC(=O)OCc2ccccc2)cc1
 : 4.7	0.6	-0.1	54.3*
#22 O=C1CCCN1CCn1cnc2c(NCCOc3ccccc3)nc(Nc3ccncn3)nc21
 : -4.7	-0.8	-0.1	-0.8
#23 O=c1[nH]c2cc3c(cc2cc1C(c1nnnn1Cc1ccccc1)N1CCCC1)OCO3 (stereo not given)
 : -11.5	-0.2	0.1	5.9
#24 CC(=O)c1cccc(-c2cc(C(=O)NCc3cccnc3)ccn2)c1
 : -9.1	0.3	-0.2	-6.7
#25 O=S(=O)(NCc1csc(-c2cccnc2)n1)c1ccccc1
 : 0.7	1.9	-0.1	2.0
#26 Cc1ccc2nc(CSc3nc4nc(C)cc(C)n4n3)cc(=O)n2c1
 : -4.8	0.1	0.0	0.8
#27 CCOC(=O)C1=C(N)Oc2c(oc(CO)cc2=O)C1c1ccccc1C(F)(F)F (stereo not given)
 : 9.7	0.1	0.0	6.3
#28 COCCCNC(=O)Cc1csc2nc(-c3ccc(Cl)cc3)cn12
 : -10.8	-0.5	0.0	-7.0
#29 CCCCC(=O)Nc1nnc(-c2cccc(OC)c2)o1
 : -8.6	-0.6	0.9	4.6
#30 CCc1ccc(C2=CC(c3cccc(OC)c3OC)n3ncnc3N2)cc1 (stereo not given)
 : -5.9	1.7	-0.1	1.7

(more compounds)
Every second line gives: TEAD-YAP inh	GPR151 activ	FBW7 activator	MITF inh
#31 COC(=O)c1sc2nc(CCl)nc(Cl)c2c1C
 : 4.1	-1.4	0.3	-3.2
#32 COc1ccc(C2CC(c3ccccc3)Nc3ncnn32)cc1 (stereo not given)
 : -1.9	0.0	0.0	5.8
#33 Brc1ccc(-c2nc(N3CCNCC3)c3ccccc3n2)cc1
 : -5.4	0.2	-0.1	2.7
#34 CCSc1ncc(Cl)c(C(=O)Nc2ccc(OC)cc2OC)n1
 : -2.8	-0.2	-0.2	-9.3
#35 CC(C)CC1=NN2C(=N)/C(=C/c3cccc([N+](=O)[O-])c3)C(=O)N=C2S1
 : 2.3	0.1	0.0	-3.8
#36 CCCNC(=O)c1cc(-c2ccccn2)nc2ccccc12
 : 9.0	0.5	-0.1	9.2
#37 C=COC(=O)c1sc2nc(C)cc(C)c2c1N
 : -5.2	-0.3	0.0	-4.7
#38 Cn1c(C(=O)O)c(CC(=O)NCc2ccccn2)c2ccccc21
 : -3.7	-1.5	-0.1	-2.4
#39 Cc1cccc(-n2ncc3c(=O)n(CCC(C)C)cnc32)c1C
 : 5.5	-1.7	0.2	20.0
#40 CCC(CO)NC(=O)c1cnc2scc(C)n2c1=O (stereo not given)
 : -3.4	-0.5	-0.2	6.7

(listing goes on)
Every second line gives: TEAD-YAP inh	GPR151 activ	FBW7 activator	MITF inh
#41 COc1ccc(-c2cc3c(=O)n(CC(=O)NC4CCCCCC4)ncn3n2)cc1
 : -4.3	-0.5	-0.2	-5.1
#42 COc1ccc(N2C=Nc3ccc(C)c4nc(C)cc2c34)cc1
 : -1.2	-1.2	0.1	-15.1
#43 CC(C)C(=O)NC(c1ccccc1Cl)c1ccc2cccnc2c1O (stereo not given)
 : 84.1*	1.2	-1.5	19.0
#44 Cc1c(NC(=O)COc2ccc(I)cc2)cccc1C(=O)O
 : -76.5	2.1	1.0	7.9
#45 COc1ccc2c(C)nc(N3CCCC(C(=O)N4CCCC4)C3)nc2c1 (stereo not given)
 : 7.2	0.0	0.2	7.3
#46 Brc1ccc(-c2noc(-c3cccc(I)c3)n2)cc1
 : -4.3	-0.5	0.0	-9.4
#47 O=C(NC1CCN(Cc2ccccc2)CC1)c1ccnc(N2CCN(c3ccccn3)CC2)c1
 : 5.9	0.5	0.0	-1.8
#48 Cc1nc(NCC(C)O)c2nnn(Cc3ccccc3)c2n1 (stereo not given)
 : -0.1	2.6	0.0	7.8
#49 O=C(NCc1cccc(C(F)(F)F)c1)c1ccc2nc(-c3csc4ccccc34)sc2c1
 : -36.0	-2.2	0.2	-3.7
#50 CCN1CCN(C(=O)CN(c2cccc(Cl)c2C)S(C)(=O)=O)CC1
 : 3.2	2.6	-0.1	5.0

(more compounds)
Every second line gives: TEAD-YAP inh	GPR151 activ	FBW7 activator	MITF inh
#51 O=C(CSc1nc2sc3c(c2c(=O)n1Cc1ccco1)CCC3)NCCc1ccccc1
 : -4.3	0.1	0.3	18.4
#52 Cc1nc2c(c(=O)[nH]1)CN(C(=O)C(c1ccccc1)C1CCCC1)CC2 (stereo not given)
 : -3.9	-0.5	0.0	-5.9
#53 COCCCNC(=O)c1c(N)n(-c2cccc(C(F)(F)F)c2)c2nc3ccccc3nc12
 : 5.0	-0.2	0.1	-1.7
#54 CCOC(=O)Cc1c(C)nc2c(-c3ccccc3)c(-c3ccccc3)nn2c1C
 : -4.0	0.0	-0.2	-6.4
#55 COC(=O)[C@@H]1CCCN1C(=O)C1CCN(c2nc(C)c3ccccc3n2)CC1
 : 7.4	0.1	0.1	14.4
#56 CCOc1cccc2sc(Nc3nc4ccc(S(C)(=O)=O)cc4s3)nc12
 : 30.9	0.7	0.4	-9.2
#57 CC1CCCC(C)N1C(=O)[C@H]1C[C@@H](c2ccc(F)cc2)NS(=O)(=O)N1C (stereo not given in full)
 : 3.4	4.6	-0.1	2.3
#58 C=CCOC(=O)C1=C(C)NC2=C(C(=O)CC(C)(C)C2)C1c1ccc(OCCC)c(OC)c1 (stereo not given)
 : -11.3	-0.4	0.2	3.0
#59 N#Cc1c(-c2ccco2)nc(SCC(=O)NCc2ccccc2)[nH]c1=O
 : -0.4	0.7	0.0	4.3
#60 CC(=O)c1ccc(NC(=O)c2sc3nc(-c4ccccc4)cn3c2C)cc1
 : -7.9	-0.5	0.3	8.7

One compound at a time (already shown). Screens in order: TEAD-YAP inh | GPR151 activ | FBW7 activator | MITF inh
Record of CCC(CO)NC(=O)c1cnc2scc(C)n2c1=O (stereo not given) = -3.4 | -0.5 | -0.2 | 6.7
Record of Cc1ccc2nc(CSc3nc4nc(C)cc(C)n4n3)cc(=O)n2c1 = -4.8 | 0.1 | 0.0 | 0.8

Carrying on.
Every second line gives: TEAD-YAP inh	GPR151 activ	FBW7 activator	MITF inh
#61 CC(=O)n1cc(/C=C2\N=C(c3cccc(C)c3)OC2=O)c2cc(Br)ccc21
 : 2.8	0.7	0.0	-6.6
#62 Cc1nc(N2CCCCC2)c2c(C)c(C(=O)Nc3ccc(F)c(Cl)c3)sc2n1
 : 1.1	-0.5	0.5	-4.2
#63 NC(=O)c1ccc(NCCc2ccccc2)c([N+](=O)[O-])c1
 : -7.9	3.1	-0.3	-6.8
#64 O=C(NCc1ccccn1)C(=O)Nc1ccc(Br)cc1
 : -39.5	0.7	1.4	7.2
#65 CC(C)(C)NC(=O)C1CCC2CC3CCC4NC(=O)CCC4(C)C3CC21C (stereo not given)
 : -7.7	4.0	-0.1	4.9
#66 CCOC(=O)c1nc2ncccn2c1Cl
 : 3.0	-0.8	-0.1	8.1
#67 CCOC(=O)N1CCN(C(=O)C(C)N(c2ccc(Cl)cc2)S(C)(=O)=O)CC1 (stereo not given)
 : 0.4	3.1	0.0	-2.3
#68 COc1ccc(C)cc1NC(=O)Cn1cc(-c2ccccc2)c(N(C)C)n1
 : -7.2	1.3	-0.1	-6.1
#69 Cc1ccc(S(=O)(=O)N2C(=O)CCC2C(=O)O/N=C(\N)c2ccccc2)cc1 (stereo not given)
 : -10.3	8.4*	-0.1	5.4
#70 NC(=O)C(=O)NNC(=S)Nc1ccc(Cl)cc1
 : -7.1	-0.1	-0.1	6.8

Next compounds
Every second line gives: TEAD-YAP inh	GPR151 activ	FBW7 activator	MITF inh
#71 O=C(Nc1ccc(-c2noc(-c3ccc(Br)o3)n2)cc1)c1cccc(Cl)c1
 : 1.9	0.9	0.2	-6.9
#72 C/C(=N\NC(=O)CCC(=O)Nc1ccccc1)c1ccccc1
 : 2.6	0.5	0.1	6.4
#73 CCCCn1c(N)c(N(CCC(C)C)C(=O)COC(=O)c2c(C)noc2C)c(=O)[nH]c1=O
 : 4.9	1.0	0.2	12.7
#74 NS(=O)(=O)c1ccc(Nc2nccc(-c3cccc(Oc4ccccc4)c3)n2)cc1
 : -5.9	-2.2	0.5	17.5
#75 N#C/C(=C\c1cccc(Br)c1)c1ccccn1
 : -18.8	-1.2	0.2	12.6
#76 COC(=O)c1ccc(C(=O)NC(=S)Nc2nc(-c3ccc(Oc4ccccc4)cc3)cs2)cc1
 : -1.6	1.4	-0.1	0.6
#77 CC(=O)C1=C(C)NC(SCC(N)=O)=C(C#N)C1c1ccccc1F (stereo not given)
 : -2.7	0.7	0.2	-0.6
#78 O=C(CC12CC3CC(CC(C3)C1)C2)Nc1nncs1
 : 7.6	0.7	0.0	-2.0
#79 Cc1ccc2oc(-c3ccc(NC(=O)c4oc5ccc(Cl)cc5c4C)cc3)nc2c1
 : 2.4	0.3	0.0	-11.6
#80 O=C(NC1CCN(Cc2ccccc2)CC1)c1cc(NCc2ccc3c(c2)OCO3)nc2ccccc12
 : 3.9	-1.3	0.6	-5.9

More results.
Every second line gives: TEAD-YAP inh	GPR151 activ	FBW7 activator	MITF inh
#81 CCOC(=O)c1cc(S(=O)(=O)Nc2c(C)n(C)n(-c3ccccc3)c2=O)cn1C
 : -7.6	0.2	0.1	1.2
#82 Cc1cccc(-n2c(=O)[nH]c3c(C(N)=O)nc(-c4ccc(F)c(F)c4)nc32)c1
 : 9.9	0.6	0.1	-0.9
#83 O=[N+]([O-])c1ccccc1N(CC(O)CN1CCOCC1)S(=O)(=O)c1ccccc1 (stereo not given)
 : -1.6	0.1	0.2	-4.1
#84 COc1cccc(-c2nnc(NC(=O)COc3ccc(Cl)cc3)o2)c1
 : -5.3	-1.2	0.1	4.4
#85 COCCn1c(=S)[nH]c2cc(C(=O)OC)ccc2c1=O
 : 17.7	0.4	0.0	13.7
#86 O=C(CSc1nnc(-c2ccc3c(c2)OCO3)o1)Nc1ccccc1OC(F)F
 : 9.4	-10.2	-0.1	-9.4
#87 COc1ccc(-n2cnc3nc(C)c(C(=O)O)c(-c4ccccc4)c32)cc1
 : -2.6	1.9	0.1	2.2

Hits appear at their usual frequency; about 3.4% have a hit in one of these screens.
